# Screening results deposited in PubChem by several laboratories.
# Insulin prom inh: TRM-6 insulin promoter activity inhibition; TRM-6 cells (human fetal islet line), insulin promoter-eGFP reporter, imaging; reporter expression induced with tamoxifen; inhibition, % at 2 µM; 130,000 tested, 0.9% active; AID 1273;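 active means inhibition above the mean plus 3 SD, with well images judged a real hit on visual review, cut at about 60% in these data, passing the limit was not always enough; inconclusive means inhibition over the cutoff but images rejected on review; inactive means inhibition not above the cutoff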
# SDO1 yeast rescue: compounds rescuing growth of sdo1-depleted yeast, bone marrow failure model | z-score at 10 µM | S. cerevisiae sdo1-depleted JHY4D growth rescue, OD600 30 h; active compounds read high; pdr5 snq2 efflux-pump mutant strain | 140,000 tested, 0.21% active | AID 817;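 active means z-score above 3 at both the 24 hr and the 30 hr optical density reads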;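 further: z-score against mean and SD of all compound wells on the same plate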
# SDO1 yeast rescue Rescue 24 h: recorded beside SDO1 yeast rescue, whose call it bears; z-score; S. cerevisiae sdo1-depleted JHY4D growth rescue, OD600; measured here: growth rescue at 24 h;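 0 is the plate mean of compound wells and units are plate SD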
# Numbers without * were called inactive; ? = inconclusive; . = no result given; [ ] = remark or other dose. Only part of the results is shown; count on the stated rates, not on these rows.
SMILES,Insulin prom inh,SDO1 yeast rescue,SDO1 yeast rescue Rescue 24 h
CC(=O)Oc1ccc(-c2cccc(C(=O)OCC(=O)N(C)c3ccccc3)c2)cc1,.,-0.97,-0.74
CC(C)C(=O)N1CCN(c2ccc(NC(=O)c3ccc(Br)o3)cc2)CC1,-207,1.1,1.1
CCOC(=O)c1c(N)nn(C(=O)C(C)C)c1-c1ccccc1,57,-0.21,-1.1
CCNS(=O)(=O)c1ccc(NC(=O)Cn2nc(C(F)(F)F)cc2C)cc1,.,0.61,0.52
COc1ccc(N2C(=O)CSC23C(=O)Nc2ccccc23)cc1 (configuration not stated),15,-0.13,-0.56
Cc1ccccc1CSc1n[nH]c(NS(=O)(=O)c2ccccc2)n1,-83,-0.9,-0.45
CN1CCN(S(=O)(=O)c2ccc(NC(=O)c3cccs3)cc2)CC1,-3,0.52,0.39
COC(=O)c1ccc(NC(=O)CSc2nnc(-c3ccncc3)n2C)cc1,-223,0.77,0.51
Cc1ccc(C)n1-c1ccc(N2CCOCC2)c(Br)c1,-28,0.13,0.12
O=c1c2cc(N3CCOCC3)ccc2[nH]c(=S)n1Cc1cccc(Cl)c1,0,-1.6,-1.1
CCCSCCCNC(=O)CC1Oc2ccccc2NC1=O (configuration not stated),.,1,0.75
CC(C)CC1NC2(C(=O)N(C)c3ccccc32)C2C(=O)N(C(C)C)C(=O)C12 (configuration not stated),-29,-0.49,-1.2
Cc1cc(=O)[nH]c(-c2ccccc2)n1,21,0.91,0.68
C/C(=N\NC(=O)CC(C)C)c1ccc(Cl)c(Cl)c1,.,-0.13,-0.8
O=C1/C(=C/c2cccnc2)SC(=NCc2ccccc2)N1Cc1ccccc1,0,.,.

# Complete entries as entered above.
# Profile of Cc1cc(=O)[nH]c(-c2ccccc2)n1 → Insulin prom inh: 21; SDO1 yeast rescue: 0.91; SDO1 yeast rescue Rescue 24 h: 0.68
# Profile of C/C(=N\NC(=O)CC(C)C)c1ccc(Cl)c(Cl)c1 → Insulin prom inh: .; SDO1 yeast rescue: -0.13; SDO1 yeast rescue Rescue 24 h: -0.8
# Profile of O=C1/C(=C/c2cccnc2)SC(=NCc2ccccc2)N1Cc1ccccc1 → Insulin prom inh: 0; SDO1 yeast rescue: .; SDO1 yeast rescue Rescue 24 h: .

# Remaining list, next part.
SMILES,Insulin prom inh,SDO1 yeast rescue,SDO1 yeast rescue Rescue 24 h
COn1c2c(c3c4no[n+]([O-])c4ccc31)CCCC2,-29,-0.38,-0.72
COc1ccc(C(=O)O/N=C/c2c(C(F)(F)F)nn(C)c2SCc2ccccc2Cl)cc1,-12,1.2,2.9
CCOC(=O)c1cnn(CCOC(=O)Cc2cccs2)c1NC(=O)Cc1cccs1,.,-0.12,-0.06
Cc1ccc(NC(=O)COC(=O)C2(c3ccc(Cl)cc3)CCCC2)cc1,-10,-0.24,0.08
CCCOC(=O)c1c(NC(=O)CCCn2nc([N+](=O)[O-])cc2C)sc(C(=O)OC)c1C,-21,-0.8,-0.89
COc1ccccc1N1CCN(C(=O)CN(CCc2ccccc2)S(C)(=O)=O)CC1,29,-0.34,-0.39
CCN(CC)CC#CCC(O)(c1ccccc1)C1CCCC1 (configuration not stated),0,-0.37,-0.87
CCOC(=O)C1=C(N)N(c2ccccc2Oc2ccccc2)C(=O)C1,55,0.98,0.89
CCOC(=O)c1c(-c2ccc(C)o2)csc1NC(=S)NC(=O)c1ccccc1Br,.,0.2,0.16
CC(=O)Nc1ccc(NC(=O)CSc2ccc(C(F)(F)F)cc2[N+](=O)[O-])cc1,12,-1.5,-0.43
CCCOn1nnnc1-c1ccccc1,-32,-0.03,-0.19
CCc1cc(C(=O)N2CCc3c([nH]c4ccccc34)C2c2ccc(OC)cc2F)no1 (configuration not stated),-38,.,.
Cc1cccc(Nc2nc3c(c(=O)n(C)c(=O)n3C)n2Cc2ccccc2)c1,60,-0.43,-0.45
Cc1cc(C)cc(NC(=O)c2ccc3nc[nH]c3c2)c1,25,0.34,-0.08
O=C(NCCc1ccccc1)C1CCN(S(=O)(=O)c2ccc(Br)s2)CC1,-33,0.63,-0.27
c1ccc(-c2csc3ncnc(NCC4COc5ccccc5O4)c23)cc1 (configuration not stated),?,-0.81,-0.49
COc1ccc(NC(=O)COC(=O)c2cnccn2)cc1Cl,8,0.92,1.6
O=C(O)c1cccnc1Oc1ccccc1,-33,0.5,0.65
Cc1cc(Br)cn2cc(C(=O)O)nc12,-27,.,.
COc1ccc(OCC(=O)Nn2c(-c3cccc(OC)c3)nc3ccccc3c2=O)cc1,-60,-0.62,-0.6
C/C(=N\NC(=O)COc1ccc(C#N)cc1)c1ccccc1OC(F)F,.,0.22,-0.48
O=C(COC(=O)c1ccc(Cl)c(S(=O)(=O)N2CCCCCC2)c1)Nc1ccccc1,27,-1,0.14
O=C(NCCc1ccncc1)C12CC3CC(CC(C3)C1)C2,39,0.84,0.73
O=C(Nc1ccc(Br)cn1)c1cccc(-c2cc3ccccc3oc2=O)c1,.,-0.89,-0.33
Cc1cc(OCC(=O)Nc2ccc3oc(-c4ccncc4)nc3c2)ccc1Cl,0,-0.17,1.4
N#CCSc1nc(Nc2ccc3c(c2)OCO3)c2ccccc2n1,-36,-1.4,-0.45
CC(=O)c1cn(CC(=O)Nc2ccccc2)c2ccccc12,.,0.46,-0.23
Cc1cc(-c2ccco2)n2c(nc3ccccc32)c1C#N,-8,-1.6,-1.1
COc1ccc(NC(=O)Cn2nnc(-c3ccccc3F)n2)cc1Cl,-67,0.12,1.2
CSc1nsc(SC)c1NC(=O)OC1CCCCC1,-480,0.24,0.7
O=C(NN=C1CCCCCCCCCCC1)c1ccncc1,29,.,.
CC(/C=N/n1c(-c2cccnc2)n[nH]c1=S)=C\c1ccccc1,17,-0.74,-0.34
Cc1ccc(N(C(=O)c2ccc(S(=O)(=O)N3CCOCC3)cc2)C2C=CS(=O)(=O)C2)cc1C (configuration not stated),-6,.,.
Nc1nnc(-c2cccnc2)s1,50,1.5,0.94
CCOC(=O)C1CCN(C(=O)COC(=O)c2cccc(F)c2)CC1,-17,.,.
COc1cccc(N(C(=O)c2nc3nccc(C)n3n2)c2nc3ccccc3s2)c1,.,-1.3,-1.2
CCCCn1c(=O)c(Cc2ccccc2)c(O)c2ccccc21,.,0.06,1.1
CCOc1ccc(OCC)c(NC(=O)Nc2ccc3c(c2)N(C)C(=O)CS3)c1,.,-0.61,-0.32
CCn1c(SCC(=O)c2cc(OC)ccc2OC)nnc1C(C)C,-33,-0.4,-1
Cc1ccc(-c2c(C)n([O-])c3c([n+]2=O)CCC3)cc1,-10,0.64,0.6
CC(=O)NC(O)C(=O)c1ccco1 (configuration not stated),.,2.6,0.22
C=CCNC(=O)CSc1ccc(Cl)cc1,-24,1,1.7
COc1ccc(C(=O)COC(=O)C(CC(C)C)N2C(=O)c3ccccc3C2=O)cc1 (configuration not stated),-3,-0.4,-0.9
CN(C1CCCC1)C1CCN(C(=O)CNC(=O)/C=C/c2cccc(C(F)(F)F)c2)CC1,47,.,.
CCN1CCCC1CNC(=O)c1cc2c(=O)n(C)c3ccccc3c2n1C (configuration not stated),.,1.1,0.58
CCOC(=O)C1CCN(C(=O)CN(c2cc(OC)ccc2OC)S(=O)(=O)c2ccccc2)CC1,.,0.28,0.57
CCOC(=O)c1nnc(-c2ccc(C)cc2)nc1Sc1ccccc1Cl,.,0.55,2
CN(C)/C=C/C(=O)c1cnc(-c2ccccc2)s1,36,.,.
CC(C)Oc1cc(NC(=O)CSCC(=O)Nc2cccc(C(F)(F)F)c2)c(Cl)cc1Cl,-38,-1.4,-1
CC1CC(C)(C)NC(=S)N1CCC(=O)N1CCN(Cc2ccccc2)CC1 (configuration not stated),47,.,.
COc1ccc(C2Oc3ccccc3N2C(C)=O)cc1 (configuration not stated),.,-0.18,-0.08
O=C(Cn1c(=O)oc2ccccc21)Nc1nc(-c2ccc(Br)cc2)cs1,.,-0.91,-0.45
O=C(CN1CCN(S(=O)(=O)c2ccccc2)CC1)NC(=O)NC1CCCCC1,46,0.07,-0.21
COc1ccc(-n2nnnc2SC(C)C(=O)NCC(=O)Nc2ccc(F)c(F)c2F)cc1 (configuration not stated),-41,0.55,0.75
CN1CCN(c2ccc(S(=O)(=O)N3CCCCC3)cc2NC(=O)c2ccc(F)cc2F)CC1,21,0.04,-0.24
CC(C)NCC(O)COc1ccc(CC(N)=O)cc1 (configuration not stated),18,-0.02,-1.3
COc1ccccc1N1CCN(Cc2ccsc2)CC1,.,0.54,-0.5
CCN(CC)C(=O)N1CCN(S(=O)(=O)c2c(C)cc(C)cc2C)CC1,-75,.,.
CC(C)c1ccccc1NC1=CC(=O)CC(C)(C)C1,-13,-0.85,-1.9
CCOCC(=O)Nc1nnc(Cc2ccc(OC)c(OC)c2)s1,37,-0.43,-0.98

# Three of the entries above in order of the Insulin prom inh value, low to high.
SMILES,Insulin prom inh,SDO1 yeast rescue,SDO1 yeast rescue Rescue 24 h
CC(C)Oc1cc(NC(=O)CSCC(=O)Nc2cccc(C(F)(F)F)c2)c(Cl)cc1Cl,-38,-1.4,-1
CC(C)NCC(O)COc1ccc(CC(N)=O)cc1 (configuration not stated),18,-0.02,-1.3
CN1CCN(c2ccc(S(=O)(=O)N3CCCCC3)cc2NC(=O)c2ccc(F)cc2F)CC1,21,0.04,-0.24

# Next records follow:
SMILES,Insulin prom inh,SDO1 yeast rescue,SDO1 yeast rescue Rescue 24 h
C=CCn1c(SCC(=O)N2CCCC2)nc2cc(C(=O)NCC3CCCO3)ccc2c1=O (configuration not stated),-36,0.28,-0.34
COc1ccc(NC(=O)NCCN2C(=O)C3C4C=CC(C4)C3C2=O)cc1 (configuration not stated),.,0.13,-0.76
CN1CCN(C2=Cc3ccccc3Sc3cc(F)c(Cl)cc32)CC1,0,-2,-1.6
CNC(=S)N/N=C/C1=CCC2CC1C2(C)C (configuration not stated),27,-0.77,-0.78
CC1Cc2ccccc2N1C(=O)CCn1c(=O)oc2ccccc21 (configuration not stated),.,-0.86,-1.4
CC(C)C1N=C2c3ccccc3N=C(SCc3cc(=O)n4cc(Cl)ccc4n3)N2C1=O (configuration not stated),-80,-0.27,0.56
CCc1ccc(C2C(C#N)=C(N)Oc3n[nH]c(CC(=O)OC)c32)cc1 (configuration not stated),-231,0.54,0.22
COc1ccc(-c2cc(=NC(CC(C)C)C(=O)O)c3cc(C)ccc3o2)cc1 (configuration not stated),3,1.1,0.2
O=C(OCc1nnc(-c2ccccc2)o1)c1ccc(Cl)cc1,20,.,.
COc1ccccc1C(c1nnnn1C(C)(C)C)N1CCCCCC1 (configuration not stated),-18,-0.64,-0.14
O=C(CCCn1c(=O)[nH]c2cc(Cl)ccc2c1=O)NCCCN1CCCC1,8,1.4,0.78
COc1ccccc1NC(=O)c1cc(S(=O)(=O)N2CCOCC2)ccc1Cl,47,0.92,2
CCN(CC)C(=O)CCc1nnc(CCc2c[nH]c3ccccc23)o1,17,.,.
CCCC1CCC(c2ccc(C(N)=O)cc2)CC1 (configuration not stated),.,0.95,0.48
O=C(CCN1C(=O)c2ccccc2C1=O)NC(=S)Nc1ccccc1,.,-1,-1.1

# The final two entries of the section above are carried over, then new ones follow:
SMILES,Insulin prom inh,SDO1 yeast rescue,SDO1 yeast rescue Rescue 24 h
CCCC1CCC(c2ccc(C(N)=O)cc2)CC1 (configuration not stated),.,0.95,0.48
O=C(CCN1C(=O)c2ccccc2C1=O)NC(=S)Nc1ccccc1,.,-1,-1.1
CC1CCN(c2nnc(N)s2)CC1,.,0.37[15.7 µM],-0.67
CCOC(=O)CNC(=O)CSc1nc2ncc(Br)cc2[nH]1,12,0.76,1.1
COc1ccc(N2CCN(c3oc(COc4ccc(Cl)cc4Cl)nc3C#N)CC2)cc1,-7,0.82,0.99
COc1cccc(NC(=O)C(=O)NCc2ccncc2)c1,30,.,.
CCOC(=O)C/C(C)=N/NC(=O)c1cccs1,.,1.1,1.6
CCCNC(=O)CN(Cc1ccco1)S(=O)(=O)c1ccc(OCC)cc1,8,1.2,-0.04
COC(=O)c1cc(NCc2ccccc2F)ccc1N1CCOCC1,.,0.38,-0.72
O=C(Oc1ccc(Cl)c2cccnc12)c1cccc([N+](=O)[O-])c1,-52,-1.6,-1
CN(C)c1nc(N)nc(CSc2n[nH]c(-c3ccccc3)n2)n1,-19,0.91,0.51
Cc1ccccc1Cn1nc(C)c(NC(=O)c2sc3ccccc3c2Cl)c1C,.,-1.5,-0.8
CC(=O)Nc1ccc(C(=O)CSc2nnnn2C(C)C)cc1,25,-0.53,-0.42
CC(C)(C)OC(=O)N1CCC[C@@H]1C(=O)N1CCC(C(=O)O)CC1,.,1.6,2.8
CCOc1cc(/C=C(\C#N)C(=O)NCC2CCCO2)ccc1O (configuration not stated),-14,0.37,0.4
COc1ccc(Nc2nc3ccccc3nc2NS(=O)(=O)c2cccs2)cc1,0,-0.12,0.33
O=C(c1cccc(Cl)c1)N(Cc1cccs1)C1CCS(=O)(=O)C1 (configuration not stated),20,0.66,0.14
Cc1cc2nc(SC(C)C(=O)O)[nH]c2cc1C (configuration not stated),25,0.18,0.25
C#CCOCCOCCOCCNc1nc(N2CCN(C(=O)Cn3cc(CCO)nn3)CC2)nc(N2CCN(C(=O)[C@H](C(C)C)n3cc(CCO)nn3)CC2)n1,-50,1.2,1
N#CCC(=O)N1CCn2c1nc1ccccc12,-14,1.2,1.2
O=C1C2C3CCC(C3)C2C(=O)N1CNc1ccccc1 (configuration not stated),25,0.45,-0.04
COc1cc2[nH]c(=S)n(NC(=O)CC(C)C)c(=O)c2cc1OC,70,-0.03,-0.56
